Source: PubChem BioAssay (Sanford-Burnham Center for Chemical Genomics)
MT1-MMP txn act: activates MT1-MMP transcription; HT1080 MT1-MMP promoter luciferase reporter, luminescence, overnight; active compounds read high; activation factor at 10 µM; 0.16% of 86,000 active; AID 750;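 active means activation factor of at least 2 for MT1-MMP transcription at 10 µM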
* hit, by the source's call.

MT1-MMP txn act,SMILES
1.1,CCCCOc1ccc(C(=O)N2CCCC2C(=O)O)cc1 (configuration not stated)
1.1,N/C(CCN1CCOCC1)=N/O
1.1,CNC(=O)[C@]1(C)C[C@H]1[C@H](NC(=O)[C@]1(C)C[C@H]1[C@H](NC(=O)[C@]1(C)C[C@H]1[C@H](NC(=O)[C@]1(C)C[C@H]1[C@H](NC(=O)OCc1ccccc1)c1ccccc1)c1ccccc1)c1ccccc1)c1ccccc1
1.2,Cc1ccc(C)c(NC(=O)C2CC(O)CN2C(=O)OC(C)(C)C)c1 (configuration not stated)
1.3,CCOC(=O)c1ccc(CS(=O)c2ccc(Cl)cc2)o1 (configuration not stated)
0.9,Cc1ccc2nc3c(cc(C(=O)NCC4CCCO4)n3C)c(=O)n2c1 (configuration not stated)
1.1,COCCNC(=O)[C@H](C)/C=C(\I)C(NC(=O)OCc1ccccc1)c1ccc(C(=O)OC)cc1 (some centres not stated)
0.2,CC[C@H]1CN2CCc3cc(OC)c(OC)cc3[C@@H]2C[C@@H]1C[C@H]1NCCc2cc(OC)c(OC)cc21
1,CC(C)Cn1c(CCC(=O)O)ccc1-c1cccs1
1.1,CCSc1nnc(NC(=O)CSc2nc3c(c(=O)n2-c2ccccc2)SCC3)s1
1.1,COC(=O)[C@@]1(Cc2ccc(OC)cc2)[C@H]2c3cc(C(=O)N4CCCC4)n(CCc4ccc(OC)c(Br)c4)c3C[C@H]2CN1C(=O)c1ccccc1
1.2,O=c1[nH]c(CN2CCN(Cc3ccc4c(c3)OCO4)CC2)nc2ccccc12
1.2,COC(=O)C1CC1C(NC(=O)[C@@H]1CCCN1)c1ccccc1 (some centres not stated)
1.1,COc1ccc2cc(C(=O)OC(C)C)sc(=O)c2c1OC
1.1,CCCCn1c(=NC(C)=O)c(C#N)cc2c(=O)n3cccc(C)c3nc21
1,NC(=O)NC(=O)CSc1cccc(C(F)(F)F)c1
1.2,CC(=O)N=c1c(C#N)cc2c(=O)n3cccc(C)c3nc2n1CC(C)C
1.2,CCS(=O)(=O)Nc1ccc(-c2ccc(NS(=O)(=O)CC)c(OC)c2)cc1OC
1.2,OCCNC1=NCCN1
1.1,CCCCCn1c(=O)[nH]c2cc(C(=O)NCCN3CCOCC3)ccc2c1=O
1.1,COC(=O)[C@H](C)[C@H]1C[C@]1(C)[C@H](NC(=O)OCc1ccccc1)c1ccccc1
1.1,CCC/C=C(\CCC)C(NC(=O)OCC(C)C)c1ccc(C(=O)OC)cc1 (configuration not stated)
1.1,COC(=O)[C@@]1(Cc2ccc(F)cc2)[C@H]2c3cc(C(=O)N(C)C)n(Cc4ccc(OC(F)(F)F)cc4)c3C[C@H]2CN1C(=O)c1ccccc1
1,COc1ccc(C)cc1NC(=O)CNC(=O)Cn1ccc2ccccc2c1=O
1.2,Cc1cc(CNC(=O)C(C)Cc2ccccc2)nn1C (configuration not stated)
1.1,COC(=O)N1CC=CC1(C)C(=O)NCC1CC1 (configuration not stated)
1.3,CCOc1cc(C2C(C(=O)N3CCCCC3)=C(C)NC3=C2C(=O)CC(C)(C)C3)ccc1O (configuration not stated)
1.1,COC(=O)[C@@]1(Cc2ccccc2)[C@H]2c3cc(C(=O)N4CCCC4)n(Cc4cccc5ccccc45)c3C[C@H]2CN1C(=O)c1ccccc1
1.1,O=C1c2cccnc2C(O)N1C1CCCCC1 (configuration not stated)
1.2,O=C(N[C@@H](c1ccccc1)[C@@H]1C[C@H]1C(=O)NCc1ccccn1)OCc1ccccc1
1.1,CCCc1cc2c(n1Cc1ccc(OC)cc1)C(C)C1CN(C(=O)c3ccccc3)C(C)(C(=O)OC)C21 (configuration not stated)
1.1,CCN1CCN(c2ncnc3c2cnn3-c2ccc(Cl)cc2)CC1
1,CC(=O)N1[C@H](C)C=C[C@]1(Cc1ccccc1)C(=O)NCc1cc(F)cc(C(F)(F)F)c1
1.1,O=C1c2ccccc2C(Nc2ccc(S(=O)(=O)N3CCCCC3)cc2)N1c1ccccn1 (configuration not stated)
1.1,CN(C)/C=N/c1cc(=O)n(C)c(=O)n1CC1CC1
1.2,COC(=O)[C@@]1(Cc2ccccc2)[C@H]2c3cc(C(=O)N4CCCC4)n(Cc4ccccn4)c3C[C@H]2CN1C(=O)c1ccccc1
1.2,O=C(COC(=O)c1ccco1)Nc1nc2ccccc2s1
1,COCCNC(=O)[C@@]1(C)C=C[C@@H](Cc2ccccc2)N1C(=O)c1ccccc1
1,Cc1nc2sc(C(c3ccccc3)N3CCN(C)CC3)c(O)n2n1 (configuration not stated)
1.1,Cn1c(=O)c2c(nc(CN3CCN(CCO)CC3)n2Cc2ccccc2Cl)n(C)c1=O
1.1,CCC/C=C(\CCC)C(NC(=O)c1ccc(C(F)(F)F)cc1)c1ccc(C(F)(F)F)cc1 (configuration not stated)
1.1,CCOC(=O)C1=C(C)N(CCCCCC(=O)O)C(=O)NC1c1ccc(Br)cc1 (configuration not stated)
1,COC(=O)CSC1=C(C#N)C(c2sccc2C)CC(=O)N1 (configuration not stated)
1,COCCNC(=O)C1(C)C=CC2(CCCCC2)N1C(=O)c1ccccc1 (configuration not stated)
1.1,COC(=O)[C@@]1(Cc2ccc(F)cc2)[C@H]2c3cc(C(=O)N(C)C)n(CC4CC4)c3C[C@H]2CN1C(=O)c1ccccc1
1.2,CCOC(=O)c1ccc(Nc2cc(C)nc(N3CCOCC3)n2)cc1
1.1,Cn1c(N)c(C(=O)COC(=O)c2cc(C(F)(F)F)nc3c(C(F)(F)F)cccc23)c(=O)n(C)c1=O
1,C=C(C)Cn1c(NCCC)nc2c1c(=O)n(C)c(=O)n2C
1.1,COC(=O)CC1SC(=O)NC1=Nc1ccccc1 (configuration not stated)
1.2,CCCCN1C(=O)NC(c2ccc(OC)cc2)C(C(=O)OCc2ccccc2)=C1C (configuration not stated)
1.1,CCOC(=O)C1=C(C)N(CCCCCC(=O)O)C(=O)NC1c1ccc(Cl)cc1 (configuration not stated)
1,CC(Cc1ccccc1)C(=O)NCc1ccncc1 (configuration not stated)
1.3,COC(=O)[C@@]1(Cc2ccc(F)cc2)[C@H]2c3cc(C(=O)N(C)C)n(Cc4cc(C)n(C)n4)c3C[C@H]2CN1C(=O)c1ccccc1
1.1,NC(=O)NCc1ccc(C(=O)OCc2ccncc2)cc1
1.2,NC(N)=NCCC[C@H](NC(=O)OCc1ccccc1)C(=O)O
1.2,CCN(CC)S(=O)(=O)c1ccc(NC2c3ncccc3C(=O)N2Cc2ccccc2)cc1 (configuration not stated)

Next section.
MT1-MMP txn act,SMILES
1.1,CCC1=C2CC[C@H]3C(=O)N(c4ccccc4)C(=O)[C@H]3[C@H]2[C@@]2(C)C(=NCc3ccccc3)OC(=O)N2C1=O
1.1,Cc1cccc(C)c1NC(=O)C(c1ccccc1)N1CCC2(CC1)OCCO2 (configuration not stated)
1.1,Nc1ccccc1C#CCCCCO
1.3,Cc1noc(NS(=O)(=O)c2ccc(N/C=C/C(=O)c3ccc4c(c3)OCO4)cc2)c1C
1,COC(=O)c1ccc(C23CC4(C2)[C@H](CN(Cc2ccc(C(F)(F)F)cc2)[C@@H]4c2ccccc2)C3c2ccc(C(F)(F)F)cc2)cc1 (some centres not stated)
1,NC(=O)NCC1CC1
1.1,COC(=O)[C@@]1(Cc2ccc(OC)cc2)[C@H]2c3cc(C(=O)N(C)C)n(Cc4cc(C)n(C)n4)c3C[C@H]2CN1C(=O)c1ccccc1
1,CCOC(=O)C(C)Sc1nnc2n1C(C)(C)Cc1ccccc1-2 (configuration not stated)
1.2,COc1ccc2[nH]cc(C(=O)CN(C)CCc3ccc(OC)c(OC)c3)c2c1
1.2,COc1cc(-c2nc(S(=O)(=O)c3ccc(Cl)cc3)c(N(C)C)o2)cc(OC)c1OC
1,CCOc1cc(C2C(C#N)=C(N)Oc3n[nH]c(-c4ccccc4)c32)ccc1O (configuration not stated)
1.1,COC(=O)[C@@H]1C[C@@]2(O)[C@H](O)[C@H](O)[C@H](O)C[C@H]2N1Cc1ccc(C)s1
1.1,CC1=C(C(=O)OCc2ccccc2)C(c2ccc(Cl)cc2)NC(=O)N1CCCC(=O)O (configuration not stated)
1,O=c1c2ccccc2sn1-c1cc(S(=O)(=O)N2CCOCC2)ccc1N1CCOCC1
1.2,Cc1c(C(Nc2ccccn2)c2ccccc2)c(=O)n(-c2ccccc2)n1C (configuration not stated)
1,COc1ccc(CC(=O)Nc2cccc(-c3nnc(-c4ccco4)o3)c2)cc1
1.1,C=C(C)c1cccc(C(C)(C)NC(=O)N2CCN(c3ncccn3)CC2)c1
1.1,O=C(Nc1ccc(S(=O)(=O)N2CCOCC2)cc1)c1ccc(Cl)cc1
1.1,Cc1onc(-c2ccccc2Cl)c1C(=O)Nc1ccc2c(c1)OCO2
1.2,CCOC(=O)C1=C(C)N(CCCC(=O)N(Cc2ccc3c(c2)OCO3)C(C(=O)NC(C)(C)C)c2ccc3c(c2)OCO3)C(=O)NC1c1ccc(Br)cc1 (configuration not stated)
1.1,N#Cc1c(N)nc2c(c1-c1ccco1)CCCCC2
1.1,COC(=O)[C@@]1(Cc2ccc(F)cc2)[C@H]2c3cc(C(=O)N4CCCC4)n(CCN4CCNC4=O)c3C[C@H]2CN1C(=O)c1ccccc1
1.1,COC(=O)c1ccc(C(NC(=O)OCc2ccccc2)/C(F)=C/[C@@H](C)C(=O)NCc2nc3ccccc3s2)cc1 (some centres not stated)
1.6,c1csc(CSc2nnc3sc4ccccc4n23)c1
1,COC(=O)c1ccc(C23CC4(C2)[C@H](CN(Cc2cccnc2)[C@@H]4c2ccccc2)C3c2ccc(C(F)(F)F)cc2)cc1 (some centres not stated)
1.1,C[C@@H](C(=O)O)[C@@H]1C[C@@]1(C)[C@@H](NC(=O)OCc1ccccc1)c1ccccc1
1.1,CC(Cc1ccccc1)C(=O)N[C@@H](CO)Cc1ccccc1 (some centres not stated)
0.9,CCCOc1ccc(Cn2c(=O)oc3ccc(C)cc32)cc1OC
1.1,C[C@H](NC(=O)[C@@H]1C[C@H]1[C@@H](NC(=O)OCc1ccccc1)c1ccccc1)c1ccccc1
1.2,CCN(CC)C(=O)CSC1=C(C#N)C(c2ccco2)C(C(=O)OCCOC)=C(C)N1 (configuration not stated)
1,CC(=O)N1CCN(c2ccc(NC(=O)c3ccccc3Br)cc2Cl)CC1
1,COC(=O)N1[C@H](C)C=C[C@]1(Cc1ccccc1)C(=O)NCc1ccc(N(C)C)cc1
1.1,CC1=C(C(=O)OCc2ccccc2)C(c2ccc3ccccc3c2)NC(=O)N1CCCC(=O)O (configuration not stated)
1,C[C@@H]1C=C[C@](Cc2ccccc2)(C(=O)O)N1C(=O)c1ccccc1
1,O=C1c2ccccc2C(Nc2ccc(Cl)cn2)N1c1ccccn1 (configuration not stated)
1.1,COc1ccc(-c2ccc(Nc3ccc(S(=O)(=O)N4CCCC4)cc3)nn2)cc1OC
1.1,CCCCN1C(=O)NC(c2cccc([N+](=O)[O-])c2)C(C(=O)OCC)=C1C (configuration not stated)
1.1,COC(=O)[C@@]1(Cc2ccc(OC)cc2)[C@H]2c3cc(C(=O)N4CCCC4)n(CCc4ccccn4)c3C[C@H]2CN1C(=O)c1ccccc1
1.9,FC(F)(F)c1ccc(CN2C[C@@H]3C(c4ccccc4)C4(c5cccnc5)CC3(C4)[C@H]2c2ccccc2)cc1 (some centres not stated)
1.1,COC(=O)C1=C(C)N(CCCC(=O)O)C(=O)NC1c1cccc(OC)c1 (configuration not stated)
1.2,Cc1cc(=O)[nH]c(=S)[nH]1
1.2,Clc1ccc(Nc2nc(NCCN3CCOCC3)nc(N3CCOCC3)n2)cc1
1.1,O=C(NCc1ccccc1)[C@@H]1C[C@H]1[C@@H](NP(=O)(c1ccccc1)c1ccccc1)c1ccccc1
1.1,CCOc1ccc(CCNC(=O)C2CCCN(C(=O)N(C)C)C2)cc1OCC (configuration not stated)
1,CCOC(=O)N1CCN(c2c(-c3ccc(C)cc3)c(=O)c2=O)CC1
1.1,C#CCNC(=O)/C=C/c1ccc(OC)cc1
1,COCCNC(=O)[C@@]1(Cc2ccccc2)C=C[C@@H](C)N1C(=O)OC
1,COC(=O)C1(CC(C)C)C=CCN1C(=O)c1ccccc1 (configuration not stated)
1.1,C[Si](C)(C)C#Cc1ccccc1NC(=S)Nc1ccccc1

The list is partial; rates above refer to the full screens.
